High-throughput results deposited in PubChem by several laboratories.
Autophagy HCS – autophagy modulation, high-content screen. MEF GFP-LC3 puncta imaging; test concentration mostly 10 µM. calls only at 10 µM (by protocol). 190,000 tested, 0.98% active;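 active means percentage of spot-positive cells more than 3 SD above its plate mean, without a fluorescence outlier flag or 80% toxicity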;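 further: spot-positive cell cutoff set from DMSO-treated cells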
MT stabilize HCS – stabilizes microtubules in HeLa cells. 200,000 tested, 0.83% active. HeLa tubulin immunostaining HCS, 24 h; share of cells brighter than vehicle mean+2SD. % tubulin-high responders, % at 10 µM;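 active means plate Z-score above 3 for both tubulin-high and condensed-nucleus cell shares, with cell loss under 80%, at 10 µM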;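 further: anti alpha tubulin signal scored within the nucleus-defined area of each cell; some results filed as inactive read as strong as hits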
Insulin prom up – MIN6 insulin promoter up-regulation. MIN6 insulin promoter-GFP reporter, high-content imaging; stronger effect = higher value. z-score at 5 µM. 190,000 tested, 0.3% active. AID 1625;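 active means z-score above 3 at 5 µM with at least 500 cells counted in the well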
Yfh1-off respiration – mitochondrial function rescue without frataxin homolog – Friedreich's ataxia, plus single-dose screen, dose response (AID 1465) | 220,000 tested, 0.074% active | fold induction at 50 µM, or EC50 in µM where a hit was titrated | S. cerevisiae Yfh1-off respiration, WST-1 reduction, 72 h; higher fold induction means a stronger effect;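 active means fold induction of absorbance versus untreated yeast above a set limit, then at least 30% activation at any dose in follow-up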;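 further: activators that raise dye reduction in frataxin-depleted yeast; strong numbers were not always called active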
Lipid droplet – modulators of hepatic lipid droplet formation; AML12 mouse hepatocytes, oleate lipid droplets, BODIPY imaging; inhibition, % at 6.5 µM; 240,000 tested, 0.4% active; AID 1656;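 active means lipid droplet intensity inhibited by at least 50%, with more than 500 cells counted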
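Technique: fluorescence imaging, 20x objective, two fields per well / Assay system: AML12 hepatocytes (mouse) / Measure: % inhibition of lipid droplet signal / Doses: 6.5 µM single-point dosing / Incubation: overnight exposure / Reagent: 100 µM oleic acid challenge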
Dynein transport – dynein cargo transport inhibition. AID 1381. 220,000 tested, 0.47% active. 3617.4 mouse cells, GR-EGFP nuclear translocation imaging; test concentration mostly 20 µM; stimulated with dexamethasone, 1 µM; stronger effect = lower value. z-score, hits read low;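 active means plate z-score of nuclear minus cytoplasmic receptor signal below a set negative limit, without overly bright fluorescence or cell loss, cut at about -3.5 in these data, passing the limit was not always enough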;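 further: z-score of nuclear minus cytoplasmic ring GR-EGFP intensity difference per well; some compounds called inactive have numbers as strong as hits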
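Buffer or medium: Induction medium lacking tetracycline, stripped serum | Also added: Dexamethasone agonist, 1.0 µM final, for 30 min | Timing: 48 h induction, 1 h compound, 30 min dex at 37 °C | Detection: Formaldehyde fixation, Hoechst nuclear stain, 10x automated fluorescence imaging | Measure: Nuclear versus cytoplasmic GR-EGFP signal, averaged per well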
WT yeast gro inh – growth inhibition of WT yeast, mitochondrial fusion screen; mitochondrial fusion phenotypic screen, WT strain; inhibition, % at 10 µM; 190,000 tested, 2.1% active; AID 1362; in the data active means inhibition above about 58%; tested in S. cerevisiae
bCat nuc transl – beta-catenin nuclear translocation modulation | 190,000 tested, 0.3% active | nuclear translocation activity, % at 5 µM | HeLa beta-catenin nuclear translocation, immunofluorescence imaging;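 active means nuclear translocation activity above 50% at 5 µM, with a well cell count of 50 or more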;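 further: per-cell ratio of nuclear to cytoplasmic median beta-catenin stain intensity; plate controls were DMSO negative control for no effect and GSK-3 inhibitor IX positive control for full effect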
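Test system: human HeLa cells, native beta-catenin. Compound dosing: 5 µM primary single dose, 0.1% DMSO, 0.02–20 µM confirmation series. Incubation: compound exposure 24 h at 37°C. Detection: beta-catenin immunostaining with DAPI counterstain, 20x imaging, 6 fields/well. Read-out basis: Nuclear/cytoplasmic beta-catenin signal ratio, % activation.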
NOD2 inhibition – NOD2 signaling inhibitors, cell-based, luminescence, uHTS, HEK293 (AID 1566); HEK293 NOD2/NF-kB luciferase reporter, luminescence; higher % means a stronger effect; 290,000 tested, 0.63% active; one-dose inhibition, % at 4 µM; EC50 in µM for titrated hits; in the data active means inhibition above about 50%; further: many of its hits are not listed in these tables
WT yeast gro inh mutant strain – also measured in WT yeast gro inh; calls as there; inhibition, %; mitochondrial fusion phenotypic screen, mutant strain inhibition
Dynein transport cytoplasmic EGFP – recorded beside Dynein transport, whose call it bears; z-score; measured here: cytoplasmic GR-EGFP intensity; stronger effect = higher value
Dynein transport nuclear GR-EGFP – further read-out of Dynein transport, marked with its call; z-score; measured here: nuclear GR-EGFP intensity;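 lower value marks the stronger effect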
Dynein transport cell count – recorded beside Dynein transport, whose call it bears; z-score; measured here: cell count per field
Insulin prom up cell count – second read-out of Insulin prom up, no call of its own (marks repeat the call); cell count; measured here: cytotoxicity, nuclei count;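 total cells summed across four imaged fields per well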
Lipid droplet cells 6.5 µM – recorded beside Lipid droplet, whose call it bears; cell count; measured here: cell count, cytotoxicity flag;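 cells counted across two imaged fields per well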
bCat nuc transl cell count 5 µM – recorded beside bCat nuc transl, whose call it bears; cell count; measured here: cell count, cytotoxicity flag
MT stabilize HCS Hoechst-high % – recorded beside MT stabilize HCS, whose call it bears; % Hoechst-high responders; measured here: nuclear condensation Hoechst responders;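 share of cells brighter than vehicle mean plus two SD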
MT stabilize HCS cytotoxicity % – second read-out of MT stabilize HCS, no call of its own (marks repeat the call); toxicity, %; measured here: cytotoxicity by cell density;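 0% = mean cell density of plate MIN control wells and 100% = no cells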
Autophagy HCS cell loss 18 h – second read-out of Autophagy HCS, no call of its own (marks repeat the call); toxicity, %; measured here: cell loss, nuclei count;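 cell loss after 18 h compound exposure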
* hit, by the source's call; i = inactive; nt = no result given.

SMILES	Autophagy HCS	Autophagy HCS cell loss 18 h	MT stabilize HCS	MT stabilize HCS Hoechst-high %	MT stabilize HCS cytotoxicity %	Insulin prom up	Insulin prom up cell count	Yfh1-off respiration	Lipid droplet	Lipid droplet cells 6.5 µM	Dynein transport	Dynein transport cytoplasmic EGFP	Dynein transport nuclear GR-EGFP	Dynein transport cell count	WT yeast gro inh	WT yeast gro inh mutant strain	bCat nuc transl	bCat nuc transl cell count 5 µM	NOD2 inhibition
Cc1c(N2C(=O)CSC2c2ccccc2)c(=O)n(-c2ccccc2)n1C (stereo not drawn)	nt	nt	nt	nt	nt	-0.14	926	i	0.8	748	-0.209	-0.272	-0.144	1.35	nt	nt	0.7	1311	7.0%
CCOC(=O)N1CCN(C(=S)NC)CC1	i	-9.1	2.3	1.7	10.5	-0.1	866	i	11.8	732	0.0913	0.442	0.425	0.000664	-4.0	7.6	nt	nt	12.7%
COc1ccc(C(=O)COc2nc(C)cc(C)c2C#N)cc1	i	1.8	3.7	2.1	11.5	-0.33	1341	i	nt	nt	0.036	-0.209	-0.621	-0.458	7.6	-2.0	-0.7	1384	13.8%
CC(=O)c1cc(C#N)c(Oc2cc(C)cc(C)c2)nc1C	i	3.9	1.9	1.1	2.1	0.42	1582	i	nt	nt	-0.145	-0.202	-0.27	0.382	12.6	-17.1	0.8	1406	23.3%
COc1cccc(C2CC(c3ccccc3)Nc3nc(N)nn32)c1 (stereo not drawn)	i	-7.2	3.1	1.5	10.0	0.22	1345	i	9.5	706	-0.452	-0.294	0.0439	0.0775	5.5	2.5	-2.4	1188	7.4%
O=C(COC(=O)CCC1CCCC1)Nc1ccccc1OC(F)F	i	-10.5	3.0	2.8	11.0	0.42	1099	i	-1.2	676	-0.0583	-0.302	0.278	0.357	-3.0	11.2	1.3	1071	-6.9%
CCOC(=O)C1CCN(c2c(NCCN3CCCCC3C)c(=O)c2=O)CC1 (stereo not drawn)	i	-4.7	2.7	2.7	12.9	-0.27	1591	i	8.7	704	-0.284	-0.201	0.13	0.477	-18.1	6.9	0.1	1089	0.6%
O=C(NCc1n[nH]c(=S)n1-c1ccc(F)cc1)c1ccc(S(=O)(=O)N2CCOCC2)cc1	i	15.3	2.7	1.7	6.4	nt	nt	i	0.0	715	-0.992	-0.287	-0.607	0.654	5.2	8.1	-1.4	1131	0.7%
CCOC(=O)c1ccc(-c2ccc(/C=N/NC(=O)Cc3nnc(N)s3)o2)cc1	nt	nt	nt	nt	nt	1.52	932	i	21.7	736	1.18	-0.246	1.16	-0.266	nt	nt	0.9	1222	-54.2%
COC(=O)c1[nH]c2cccc(OC)c2c1NC(=O)C(C)N1CCC(C)CC1 (stereo not drawn)	i	-40.4	2.8	2.0	6.8	1.01	868	i	-2.0	776	-0.338	-0.207	-0.382	0.254	nt	nt	1.4	1016	4.7%
COC(=O)Cn1c(CN(Cc2ccccc2)Cc2ccccc2)nc2c1c(=O)[nH]c(=O)n2C	i	0.8	1.1	1.4	5.2	nt	nt	i	nt	nt	-0.616	-0.16	-0.383	0.815	38.0	1.5	nt	nt	5.3%
COc1ccc(C(C)=O)cc1CSc1nnc(C)n1-c1ccccc1	i	-1.4	1.6	3.0	8.4	-0.09	1342	i	-13.0	697	0.669	-0.232	0.385	0.0889	-14.0	1.6	-1.6	1029	9.9%
CCOc1cc2[nH]c(=S)n(CC3CCCN3CC)c(=O)c2cc1OCC (stereo not drawn)	i	15.1	2.1	1.2	8.1	0.25	1152	i	-28.8	742	1.41	0.0141	1.64	-2.48	1.9	13.6	-0.5	1045	9.5%
COc1ccc(C(CCNCc2ccc(OC(C)C)cc2)C(C)C)cc1 (stereo not drawn)	nt	nt	nt	nt	nt	nt	nt	i	-37.6	594	-0.973	-0.0388	-0.571	-1.07	nt	nt	-5.2	1174	-4.7%
N#Cc1ccccc1NC(=O)c1cccc(COc2ccc(Cl)cc2Cl)c1	i	-0.8	2.9	3.8	3.1	-0.35	1301	i	1.3	646	0.418	0.00977	0.295	-0.576	-3.5	-11.2	4.2	1078	6.0%
OCC1CCCCN1C(=S)Nc1cccc(Cl)c1 (stereo not drawn)	i	14.7	5.0	2.7	4.1	-2.48	1484	i	-17.4	660	-0.512	-0.319	0.399	0.891	12.7	-5.0	0.4	1554	13.9%
O=C(CCN1CCCCC1)c1ccc2c(c1)OCO2	i	4.2	1.2	2.0	10.4	-0.67	1528	i	nt	nt	-0.537	-0.294	-0.157	-0.265	19.9	-10.6	-0.7	1186	14.6%
S=c1[nH]ncn2c1cc1oc3ccccc3c12	i	7.6	7.9	1.5	5.9	0.13	1536	i	8.4	699	0.286	-0.309	0.635	-0.465	-2.0	26.7	-5.2	942	-15.6%
O=C1CCC/C1=c1\s/c(=C\c2cccnc2)c(=O)n1-c1ccccc1	i	25.2	3.2	2.2	6.0	0.07	1172	i	nt	nt	1.25	0.0276	1.14	0.337	2.5	-5.1	-4.3	912	18.9%
Cn1c(=O)[nH]c(=O)c2c1nc(N1CCNCC1)n2CCOc1ccccc1	i	0.1	2.1	1.7	5.9	nt	nt	i	nt	nt	0.00631	-0.205	0.182	-0.415	nt	nt	nt	nt	nt
COc1ccc(NC(=O)CN(c2ccc(C)cc2)S(C)(=O)=O)c(OC)c1	i	-1.2	3.8	1.3	4.1	1.31	1330	i	-2.7	702	-0.442	-0.21	-0.0283	0.0577	62.0*	4.3*	2.4	1128	7.2%
c1ccc(Nc2nc(N3CCCCC3)nc(N3CCCCC3)n2)cc1	i	-0.8	2.9	2.4	8.1	nt	nt	i	8.8	773	-0.726	-0.253	-0.45	0.674	52.0	13.2	nt	nt	1.2%
Cc1cccc(NNC(=O)C(=O)NNc2cccc(C)c2)c1	nt	nt	nt	nt	nt	1.99	1271	i	-2.4	740	-0.0562	-0.247	-0.128	0.228	nt	nt	1.5	1342	-101.7%
CCN(CC)CC(O)COc1ccccc1C(=O)CCc1ccccc1 (stereo not drawn)	i	1.2	2.8	2.1	2.4	-0.49	990	i	nt	nt	-0.133	-0.217	-0.0377	0.0985	16.9	-6.2	-0.1	1089	-10.3%
Cc1ccc(NC(=O)CSc2nnc(CN3CCOCC3)n2C)cc1C	i	-0.9	1.2	2.5	5.4	-0.4	1291	i	-27.7	774	-0.388	-0.255	0.764	-0.45	-3.6	-20.4	-3.9	549	6.1%
COCC(=O)N(Cc1ccc(OC)cc1)Cc1nc2ccccc2c(=O)[nH]1	i	2.8	4.0	1.6	0.3	0.37	1262	i	10.3	694	0.444	-0.257	0.382	0.626	-10.0	-5.5	0.4	1042	-11.6%
c1ccc2c(-c3nnc(SCc4cn5ccccc5n4)o3)c[nH]c2c1	i	-1.6	2.1	1.7	4.4	nt	nt	i	28.4	770	0.00342	-0.148	0.339	-0.0908	-7.1	1.5	-7.3	1162	-10.7%
O=C(Nc1ccccn1)c1c(O)c2cccc3c2n(c1=O)CCC3	i	1.3	5.3	2.7	11.1	-0.08	1238	i	nt	nt	0.128	-0.231	0.256	0.0865	1.7	-11.8	-1.7	910	-12.6%
COc1ccccc1NC(=O)c1cc2ccccc2nc1C	i	4.8	5.9	0.6	8.8	-0.19	1262	i	19.7	673	0.684	-0.131	-0.0129	0.0698	-6.7	8.9	-1.1	998	3.2%
Cc1cc(/C=C(\C#N)C(=O)NC2CCCCCC2)c(C)n1C	i	12.1	7.1	1.5	8.3	0.63	1300	i	5.8	729	1	-0.0942	0.843	-0.731	-1.9	-9.3	7.1	488	-4.6%
CCCCn1c(N)c(NCCC(C)C)c(=O)[nH]c1=O	i	22.2	2.2	1.7	11.8	-0.16	1321	i	-3.5	577	1.38	-0.122	1.74	-2.85	16.2	4.3	-1.3	989	23.9%
Cc1cccc(-n2cnc(C(=O)NC3CCCCCC3)c2)n1	i	-15.7	1.9	1.3	6.1	nt	nt	i	nt	nt	1.29	-0.144	0.876	0.0891	-8.6	9.3	nt	nt	-51.4%
CCCc1cc(=O)n2[nH]c(NCc3c(Cl)cccc3Cl)nc2n1	i	4.3	2.5	3.9	7.0	1.63	1253	i	-2.4	768	-0.0781	-0.0805	0.247	-0.148	-5.0	6.2	-8.9	1258	15.5%
COc1ccc(-c2[nH]ncc2-c2cnn(-c3ccccc3)c2)c(O)c1	i	7.8	4.4	2.8	12.0	-1.05	1463	i	nt	nt	-0.622	-0.251	-0.0233	0.212	-19.3	-21.0	-0.9	1009	-5.6%

An excerpt; the hit share may differ from the screen's.
